High-throughput results from PubChem.
PAX8 inh HTS – inhibitors of PAX8 transcriptional activity in RMG-I cells. hit rate 1.2% among 360,000. inhibition, % at 12.6 µM. RMG-I TPO-luciferase reporter, SteadyGlo, 24 h;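 active = mean replicate inhibition at least 60% with every replicate also reaching 60%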;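 also: luciferase light reporting Pax8 driven TPO promoter activity; plate controls were median of neutral control wells for no effect and mitoxantrone controls for full effect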
LGR2 antag – inhibitors of bursicon-induced Drosophila LGR2 receptor cAMP signaling. HEK293 LGR2, CRE-luciferase, bursicon-stimulated, 4 h. inhibition, % at 9.99 µM. hit rate 0.35% among 380,000;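 active = drop in luminescence signal, shown as inhibition above about 50% in the replicate tests, limit read from the data, passing the limit was not always enough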;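 also: agonist challenge used bursicon conditioned medium at about half maximal strength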
S100A4 MyoIIA – inhibitors of human S100A4 binding to myosin IIA peptide; P26447; S100A4/TAMRA-MyoIIA peptide fluorescence polarization; inhibition, % at 10.7 µM; hit rate 0.14% among 360,000; AID 652163;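 active = mean inhibition of at least 70% across replicates, with every replicate also reaching that level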
Target sequence (P26447 whole entry, looked up): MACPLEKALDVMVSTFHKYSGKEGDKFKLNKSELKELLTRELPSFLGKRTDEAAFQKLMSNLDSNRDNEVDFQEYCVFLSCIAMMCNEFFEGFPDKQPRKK
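Material: human S100A4 monomer with TAMRA-labelled myosin IIA peptide; buffer or medium: HEPES pH 7.2 with CaCl2, KCl, NaCl, DTT, Triton; compound dosing: one concentration per compound; schedule: 5 min incubation before reading; benchmarks: neutral control DMSO, positive control TFP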
PGC1a acetyl inh – lowers PGC1a acetylation signal in U2OS cells; inhibition, % at 15.6 µM; hit rate 0.17% among 350,000; AlphaScreen anti-acetyl-lysine; with virally co-expressed GCN5 acetyltransferase;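 active = every replicate shows inhibition of at least 40%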;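 also: 0% = neutral control wells and 100% = positive control wells; some results beyond the cut were filed as inactive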
EWS-Fli block – EWS/Fli transcriptional activity inhibition | inhibition, % at 12.6 µM | A673 NR0B1-luciferase reporter, viability-normalised | hit rate 0.67% among 350,000;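 active = mean inhibition of at least 50% after viability correction, with every replicate also passing that limit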;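 also: firefly luciferase signal divided by Alamar Blue viability fluorescence both relative to DMSO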
PglD inh – inhibitors of Campylobacter jejuni PglD acetyltransferase. purified PglD enzyme, DTNB colorimetric CoA detection. inhibition, % at 12.5 µM. hit rate 0.098% among 360,000. AID 602405; in the data active = inhibition above about 16%, passing the limit was not always enough; also: strong numbers were not always called active
FN deposit inh – fibronectin deposition inhibition. AH1F fibroblasts, Alexa488-fibronectin deposition fluorescence, overnight. inhibition, % at 12.6 µM. hit rate 0.086% among 350,000;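 active = mean inhibition across replicates of 30% or more, regardless of how many single replicates reach that level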;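 also: positive control wells lacked labelled fibronectin entirely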
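Material: AH1F fibroblast monolayer depositing Alexa488-labelled fibronectin into matrix | Input: 10000 AH1F cells/well | Medium: DMEM plus 2% serum, read in PBS | Reagent: Alexa488-fibronectin, 24 nM final in well | Compound dosing: One dose per compound, pinned | Schedule: 1 h adhesion, overnight exposure | Measured by: Fluorescence at 485 nm excitation, 525 nm emission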
ERAP1 inh – ERAP1 (human) enzyme inhibition. AID 652197. inhibition, % at 10.7 µM. recombinant ERAP1, Leu-AMC fluorescence, 60 min. hit rate 0.15% among 340,000. Q9NZ08;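 active = mean replicate inhibition of at least 30%, or all replicates individually reaching that 30% level; inactive = mean below 30% and not every replicate reaching it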;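 also: 0% = neutral control wells and 100% = L-leucinethiol positive control wells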
An asterisk follows results filed as active; · = not tested or not shown; & = joins results of further samples.

A first look, 6 compounds:
cpd	molecule	PAX8 inh HTS	LGR2 antag	S100A4 MyoIIA	PGC1a acetyl inh	EWS-Fli block	PglD inh	FN deposit inh	ERAP1 inh
1	CCCNC(=O)[C@@H]1[C@@H](CO)[C@@H]2Cn3c(ccc(-c4ccccc4)c3=O)[C@@H]2N1CC1CC1	9	18	1	·	-1	1	·	0
2	CCOC(Cn1c(SCc2cc(C(C)=O)ccc2OC)nc2ccccc2c1=O)OCC	27	-4	31	-3	-4	-7	-4	6
3	Cc1occc1C(=O)NNC(=S)NCc1ccc(Cl)cc1	-1	15	7	·	-4	·	-4	-2
4	Cc1nnc(NC(=O)c2c(-c3ccccc3Cl)noc2C)s1	4	-20	1	6	1	·	4	2
5	N#CC1=C(N)Oc2cc(N)ccc2C1c1ccccc1F (centres undefined)	39	1	-2	3	55*	0	15	-6
6	COc1ccc(N(CC(=O)N2CCN(c3ccccc3F)CC2)S(=O)(=O)c2c(C)noc2C)cc1	-1	4	5	-4	·	-1	-9	-1

The listing, from the start:
cpd	molecule	PAX8 inh HTS	LGR2 antag	S100A4 MyoIIA	PGC1a acetyl inh	EWS-Fli block	PglD inh	FN deposit inh	ERAP1 inh
1	CCCNC(=O)[C@@H]1[C@@H](CO)[C@@H]2Cn3c(ccc(-c4ccccc4)c3=O)[C@@H]2N1CC1CC1	9	18	1	·	-1	1	·	0
2	CCOC(Cn1c(SCc2cc(C(C)=O)ccc2OC)nc2ccccc2c1=O)OCC	27	-4	31	-3	-4	-7	-4	6
3	Cc1occc1C(=O)NNC(=S)NCc1ccc(Cl)cc1	-1	15	7	·	-4	·	-4	-2
4	Cc1nnc(NC(=O)c2c(-c3ccccc3Cl)noc2C)s1	4	-20	1	6	1	·	4	2
5	N#CC1=C(N)Oc2cc(N)ccc2C1c1ccccc1F (centres undefined)	39	1	-2	3	55*	0	15	-6
6	COc1ccc(N(CC(=O)N2CCN(c3ccccc3F)CC2)S(=O)(=O)c2c(C)noc2C)cc1	-1	4	5	-4	·	-1	-9	-1
7	O=C(CNC(=O)c1ccccc1)N/N=C/c1ccc([N+](=O)[O-])o1	20	6	-15	·	16	·	4	6
8	COc1ccc(NC(=O)N(C)C[C@H]2Oc3ccc(NC(=O)Nc4ccc5c(c4)OCO5)cc3CC(=O)N([C@H](C)CO)C[C@H]2C)cc1	9	-4	·	7	-39	0	·	·
9	C[C@@H]1CN([C@H](C)CO)C(=O)c2cccc(NC(=O)Nc3ccc(C(F)(F)F)cc3)c2O[C@H]1CN(C)C(=O)NC1CCCCC1	28	·	-2	14	-6	3	·	0
10	C[C@H](CO)N1C[C@H](C)[C@H](CN(C)C(=O)Nc2ccc(C(C)(C)C)cc2)OCc2cn(nn2)CCCC1=O	·	15	-9	-4	-3	2	8	-2

Next part.
cpd	molecule	PAX8 inh HTS	LGR2 antag	S100A4 MyoIIA	PGC1a acetyl inh	EWS-Fli block	PglD inh	FN deposit inh	ERAP1 inh
11	Cc1[nH]n(-c2ccc([N+](=O)[O-])cc2)c(=O)c1C=NCCN1CCN(C(=O)C(C)C)CC1	8	11	-1	·	-9	·	0	1
12	O=C(Nc1ccccc1)c1ccccc1Oc1ccc(C(F)(F)F)cc1[N+](=O)[O-]	7	15	0	·	4	·	·	1
13	Cc1ccsc1C(=O)OCC(=O)Nc1cccc(S(=O)(=O)NC2=NCCCCC2)c1	-9	-16	-3	·	-7	-10	5	4
14	C[C@H]1CN([C@@H](C)CO)C(=O)c2cc(C#CC3CCCCC3)cnc2O[C@@H]1CN(C)C(=O)Cc1ccccn1	-22	3	12	-16	-2	-3	1	-2
15	COc1ccc(S(=O)(=O)N(CC(=O)NC2CCCCC2)c2ccc(F)cc2)cc1	-30	5	2	-1	4	-7	·	1
16	Cc1noc(C)c1C(=O)N1CCC1(C)C(=O)NS(=O)(=O)Cc1cccc(Cl)c1 (centres undefined)	14	·	1	4	1	-3	-1	6
17	CCOc1ccc(OC(=O)C(CCS(C)(=O)=O)N2C(=O)c3ccccc3C2=O)cc1 (centres undefined)	·	3	1	·	·	2	9	-1
18	COCCNC(=O)C1CCCN(Cc2cccc(C(F)(F)F)c2)CC1 (centres undefined)	8	-2	4	17	1	0	·	-1
19	CC(C)(C)NC(=O)C(c1ccccn1)N(C(=O)c1csnn1)C1CCCCC1 (centres undefined)	-19	13	-2	-2	-1	·	-3	-3
20	COc1ccc(S(=O)(=O)Nc2cccc3c2O[C@H](CN(C)C(=O)Nc2ccc4c(c2)OCO4)[C@H](C)CN([C@H](C)CO)C3=O)cc1	·	-9	5	-1	0	-3	-9	2

(continued)
cpd	molecule	PAX8 inh HTS	LGR2 antag	S100A4 MyoIIA	PGC1a acetyl inh	EWS-Fli block	PglD inh	FN deposit inh	ERAP1 inh
21	CCS(=O)(=O)Nc1ccc(C(=O)c2ccccc2)cc1	5	·	·	4	·	1	-6	·
22	O=C(NCCC1CCCCN1S(=O)(=O)c1ccc(F)cc1)C(=O)Nc1ccccc1 (centres undefined)	-20	8	-2	-41	5	-4	4	-3
23	O=C(CN1CCN(Cc2ccccc2)CC1)NCC1COc2ccccc2O1 (centres undefined)	14	13	4	8	·	3	·	-1
24	O=C(C[C@H]1CC[C@@H](NC(=O)Nc2ccc(C(F)(F)F)cc2)[C@H](CO)O1)NCCN1CCCC1	9	8	-17	-19	-11	-4	2	3
25	Fc1ccc(Nc2nnns2)cc1	-2	-11	-3	·	8	·	2	-2
26	CCc1nc(SCC(=O)N2CCCC2)c2c(=O)n(C)c(=O)n(C)c2n1	17	14	6	·	-6	-1	-3	-1
27	O=C(NCc1ccccc1)c1cc(C2CCCN(C(=O)CCCc3ccccc3)C2)on1 (centres undefined)	4	-4	-4	-12	-4	-1	-2	1
28	O=C(CSc1ccc(Cl)cc1)NNC(=O)c1ccncc1	-12	3	-8	3	2	0	12	-3
29	CSCC[C@H](NC(=O)N1CCn2c1nc1ccccc12)C(=O)NCc1ccco1	-11	-3	1	21	·	4	-5	-3
30	Cc1nc2sc(C(c3cccs3)N3CCN(c4ccccc4)CC3)c(O)n2n1 (centres undefined)	-20	0	4	·	-2	0	4	1

In the list so far, these contain an aryl thioether with sulfur outside any ring.
cpd	molecule	PAX8 inh HTS	LGR2 antag	S100A4 MyoIIA	PGC1a acetyl inh	EWS-Fli block	PglD inh	FN deposit inh	ERAP1 inh
2	CCOC(Cn1c(SCc2cc(C(C)=O)ccc2OC)nc2ccccc2c1=O)OCC	27	-4	31	-3	-4	-7	-4	6
26	CCc1nc(SCC(=O)N2CCCC2)c2c(=O)n(C)c(=O)n(C)c2n1	17	14	6	·	-6	-1	-3	-1
28	O=C(CSc1ccc(Cl)cc1)NNC(=O)c1ccncc1	-12	3	-8	3	2	0	12	-3

Continuation:
cpd	molecule	PAX8 inh HTS	LGR2 antag	S100A4 MyoIIA	PGC1a acetyl inh	EWS-Fli block	PglD inh	FN deposit inh	ERAP1 inh
31	CCCNC(=O)NC[C@@H]1[C@H](c2ccc(C3=CCCC3)cc2)[C@@H](CO)N1C(C)=O	8	1	·	1	2	5	19	·
32	N#Cc1ccc(CN2CCN(C(=O)CNS(=O)(=O)c3ccc4c(c3)OCCCO4)CC2)cc1	5	13	0	1	-8	-2	-3	0
33	Cc1cc(Cl)ccc1NC(=S)NCc1ccco1	14	12	3	·	1	·	6	3
34	COc1ccc(NC(=O)N(C)C[C@@H]2Oc3ccc(NC(=O)Nc4ccc(F)cc4)cc3C(=O)N([C@H](C)CO)C[C@@H]2C)cc1	·	-1	1	-7	4	5	·	-1
35	COc1ccc(CN(C)C[C@@H]2OCCCC[C@@H](C)Oc3ccc(N(C)C)cc3C(=O)N([C@H](C)CO)C[C@H]2C)cc1	50	-7	-40	-22	-2	-1	·	-1
36	C/C=C/c1ccc([C@@H]2[C@H](CO)N3C(=O)CN(C(=O)Nc4ccc(OC)cc4)C[C@@H]23)cc1	-1	8	-7	12	0	·	·	-3
37	CCOC(=O)C1=C(C)Nc2ccccc2N=C1N	-7	12	8	7	4	·	-4	0
38	O=C(CCC(=O)NNC(=O)COc1ccc(Br)cc1)NCc1ccccc1	9	23	4	5	-5	·	6	-1
39	C[C@H](CO)N1C[C@H](C)[C@H](CN(C)Cc2ccccc2)Oc2c(NC(=O)Nc3ccc(F)cc3)cccc2C1=O	26	-19&-8	9&-2	1	30&11	1&-2	-20	-1&-29
40	CC1(C(=O)NCCc2ccccc2)Cc2c(-c3ccccc3)ccnc2O1 (centres undefined)	10	27	-1	-6	-9	6	16	-1

(list continues)
cpd	molecule	PAX8 inh HTS	LGR2 antag	S100A4 MyoIIA	PGC1a acetyl inh	EWS-Fli block	PglD inh	FN deposit inh	ERAP1 inh
41	CCN(CC(=O)Nc1c(F)cccc1F)C(=O)CCc1nc2ccccc2c(=O)[nH]1	-15	10	0	·	1	·	-2	1
42	CN(C)/C=C/c1onc(-c2c(F)cccc2Cl)c1C#N	-19	-1	-4	7	-25	1	·	14
43	COc1cc(C2C(C#N)=C(SC)NC3=C2C(=O)CCC3)ccc1O (centres undefined)	8	7	-1	4	-17	-1	-8	1
44	O=C(CN1CCN(S(=O)(=O)c2ccccc2)CC1)N1CCCCC1	5	-11	-4	5	-5	2	1	0
45	COc1cccc(NC(=O)COC(=O)CCSc2ccccc2)c1	6	-7	-1	-8	0	-2	3	-2
46	CO[C@H]1CN(C)C(=O)c2cc(NC(=O)c3cccc(F)c3)ccc2OC[C@H](C)N(C)C[C@H]1C	·	-12	1	5	3	-2	-3	0
47	N#Cc1cc(S(=O)(=O)c2ccc(Cl)cc2)c(N)[nH]c1=O	-16	7	-2	·	2	2	2	9
48	C[C@H]1CN([C@@H](C)CO)C(=O)c2cc(NC(=O)c3ccncc3)ccc2O[C@H]1CN(C)Cc1ccc(-c2ccccc2)cc1	13	-4	8	-11	-2	4	-2	2
